# GC-B act = GC-B (human) receptor activation | HEK293-GC-B cells, CNP EC30, cGMP TR-FRET; 0% at EC30 CNP, 100% saturating CNP | activation, % at 10 µM | P20594 | actives 0.11% (n = 370,000);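 active means activation at 10 µM reaching about 35% in either raw or pattern-adjusted values, limit read from the data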
# ssDAF12 agonist = activators of S. stercoralis DAF-12 nuclear receptor | activation, % at 6.8 µM | HEK293 ssDAF-12/GRIP1 lit1-tk-luc reporter, luminescence; % of 3 µM dafachronic acid response | AID 652126 | actives 1% (n = 370,000);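 active means activation above the mean over all tested compounds plus 3 SD, cut at about 0.9% in these data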;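 further: 0% = DMSO-only wells and 100% = 3 µM delta7-dafachronic acid wells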
# hgDAF-12 ag = hgDAF-12 agonism, primary luciferase screen; actives 1.8% (n = 370,000); HEK293 GAL4-hgDAF12 UAS-luciferase reporter, agonist luminescence; normalized to butyrate control; activation, % at 6.8 µM; AID 687014;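 active means activation above a cutoff set at the mean of all screened compounds plus 3 SD, cut at about 10% in these data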;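 further: 0% = DMSO wells and 100% = sodium butyrate wells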
# hcDAF12 agonist = H. contortus DAF-12 activation, primary screen; HEK293 hcDAF-12 lit1-tk-luc reporter, luminescence; 0% DMSO, 100% Δ7-dafachronic acid; activation, % at 6.8 µM; actives 1.4% (n = 370,000); AID 652067;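 active means activation above the mean of all tested compounds plus 3 SD, cut at about 5.5% in these data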;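 further: 100% = response to 3 µM Δ7-dafachronic acid high control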
# DAX1 inh-1 = DAX1 (NR0B1) inhibition, primary screen; inhibition, % at 6.8 µM; HEK293T StAR-luciferase reporter, SF-1/DAX-1 repression relief; AID 652010; actives 1.1% (n = 370,000);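 active means inhibition above the mean over all tested compounds plus 3 SD, cut at about 3.6% in these data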;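 further: 0% = DAX-1 cells with DMSO and 100% = cells lacking DAX-1 with DMSO; higher inhibition means more luminescence from relief of DAX-1 repression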
# GAA850 FXN act = activators of GAA850 frataxin (FXN) promoter. HEK293 lucGAA850 FXN promoter luciferase reporter, 24 h; percent of 10 µM SAHA response. activation, % at 6 µM. actives 0.56% (n = 360,000);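 active means activation above the average of all compounds screened plus 3 SD, cutoff fixed separately per campaign, cut at about 7.5% in these data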;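 further: 0% = DMSO wells and 100% = 10 µM SAHA wells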
# SMARCA2 act = activators of SMARCA2 function; MG213 cells, MMTV-luciferase reporter, dexamethasone, overnight; activation, % at 9.1 µM; actives 1% (n = 370,000); in the data active means activation above about 7.8%;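 further: 0% = vehicle wells and 100% = reference activator wells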
# HGIII-sPLA2 inh = Blocks human group III sPLA2 activity. Q9NZ20. QFRET BODIPY PC-A2 liposome hydrolysis, fluorescence. inhibition, % at 12.2 µM. actives 0.56% (n = 370,000). AID 743126;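 active means inhibition above mean plus 3 SD of compounds lying within the high and low control bounds, cut at about 19% in these data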;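 further: 0% = median of test compound wells and 100% = no enzyme DMSO wells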
# Target sequence (Q9NZ20 whole entry, looked up): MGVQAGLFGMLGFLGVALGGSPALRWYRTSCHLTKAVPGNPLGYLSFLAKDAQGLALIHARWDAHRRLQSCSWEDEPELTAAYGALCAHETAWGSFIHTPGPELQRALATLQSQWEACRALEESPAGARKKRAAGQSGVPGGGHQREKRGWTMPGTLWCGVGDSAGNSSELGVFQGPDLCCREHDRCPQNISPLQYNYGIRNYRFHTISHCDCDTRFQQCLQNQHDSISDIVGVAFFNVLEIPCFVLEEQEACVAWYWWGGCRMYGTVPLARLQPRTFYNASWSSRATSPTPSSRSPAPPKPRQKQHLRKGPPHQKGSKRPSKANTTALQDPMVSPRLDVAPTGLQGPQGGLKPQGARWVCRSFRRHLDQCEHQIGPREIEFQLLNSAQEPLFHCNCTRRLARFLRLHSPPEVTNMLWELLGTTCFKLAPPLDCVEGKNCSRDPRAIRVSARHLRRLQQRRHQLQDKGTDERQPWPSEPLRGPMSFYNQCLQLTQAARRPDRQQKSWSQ
# DAX1 inh-2 = NR0B1 (DAX1) inhibition | HEK293 Gal4-DAX1 luciferase reporter, luminescence | inhibition, % at 6.75 µM | actives 0.99% (n = 340,000) | AID 504766;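 active means inhibition above the mean over all tested compounds plus 3 SD, cut at about 4.2% in these data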;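 further: 0% = DAX1-transfected cells with DMSO and 100% = empty-vector control cells with DMSO; inhibition shows as a rise in luminescence from relieved DAX1 repression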
# Target sequence (P51843 207-470 limits assumed): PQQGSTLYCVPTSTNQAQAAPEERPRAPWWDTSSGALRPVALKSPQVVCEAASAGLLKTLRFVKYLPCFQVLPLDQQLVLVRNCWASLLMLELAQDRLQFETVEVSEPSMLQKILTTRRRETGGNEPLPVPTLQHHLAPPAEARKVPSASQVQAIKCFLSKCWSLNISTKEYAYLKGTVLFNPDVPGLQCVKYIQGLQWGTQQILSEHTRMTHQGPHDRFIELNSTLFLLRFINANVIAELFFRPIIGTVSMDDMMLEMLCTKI
# KLK7 zymogen act = activators of human kallikrein-7 zymogen | purified proKLK7, EDANS-DABCYL substrate fluorescence; 100% is mature enzyme control, 0% vehicle | activation, % at 7 µM | actives 0.9% (n = 370,000);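 active means activation above the mean of all tested compounds plus 3 SD, computed per campaign excluding outliers beyond control limits, cut at about 13% in these data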
# Target sequence (P49862 whole entry, looked up): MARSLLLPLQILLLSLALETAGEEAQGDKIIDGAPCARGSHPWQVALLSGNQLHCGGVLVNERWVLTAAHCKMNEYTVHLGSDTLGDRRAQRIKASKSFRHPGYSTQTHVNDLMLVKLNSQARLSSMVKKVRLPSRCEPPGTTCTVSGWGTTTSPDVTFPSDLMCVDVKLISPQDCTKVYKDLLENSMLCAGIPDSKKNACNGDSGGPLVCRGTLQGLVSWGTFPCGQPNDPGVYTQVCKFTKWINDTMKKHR
# NPR1 activator = GC-A (human) enzyme activation; P16066; AID 1671463; activation, % at 10 µM; HEK293 GC-A cells, cGMP TR-FRET, EC30 ANP; 0% at EC30 ANP, 100% saturating ANP; actives 0.14% (n = 370,000); in the data active means activation above about 40%
# The depositor's hits bear a star; x = not tested or not shown.
SMILES,GC-B act,ssDAF12 agonist,hgDAF-12 ag,hcDAF12 agonist,DAX1 inh-1,GAA850 FXN act,SMARCA2 act,HGIII-sPLA2 inh,DAX1 inh-2,KLK7 zymogen act,NPR1 activator
COc1ccccc1C1CC(=O)Oc2cc(C)c(Cl)c(C)c21 (stereo unspecified),-4,-0.3,0.2,-0.8,0.6,0.9,-5,7,-0.5,-1.1,-4
COc1ccc(N(C(C)C(=O)N2CCCC2)S(C)(=O)=O)cc1 (stereo unspecified),4,-1.6,-3.1,-2.8,0.3,-0.7,-3,-2,0.0,0.2,3
COc1ccc(CN(CCO)CCO)cc1[N+](=O)[O-],0,-0.9,-0.2,0.0,-0.4,1.1,-1,14,1.7,0.1,-1
Cc1cccc(-n2c(C)nc3c(cnn3-c3ccc(F)cc3)c2=O)c1,-4,-1.1,-2.8,-3.3,-2.0,1.6,-3,-4,-1.6,0.1,0
O=C(CCC1CCCCC1)NNC(=O)c1cnccn1,1,-1.1,-1.0,1.0,-0.5,-1.0,-2,16,-0.5,0.1,5
C[C@@H]1CC[C@]2(C(=O)O[C@@H]3O[C@H](CO)[C@@H](O)[C@H](O)[C@H]3O)CC[C@]3(C)C(=CCC4[C@@]5(C)C[C@@H](O)[C@H](O)[C@@](C)(C(=O)O[C@@H]6[C@H](O)C[C@@]7(C)C(CC[C@]8(C)C7CC=C7[C@H]9[C@](C(=O)O[C@@H]%10O[C@H](CO)[C@@H](O)[C@H](O)[C@H]%10O)(CC[C@@H](C)[C@@]9(C)O)CC[C@]78C)[C@@]6(CO)C(=O)O)C5CC[C@]43C)[C@@H]2[C@]1(C)O (stereo partly specified),0,-1.6,1.2,-1.3,-0.6,2.7,-2,-18,-0.8,0.5,2
COc1ccccc1NC(=O)C1=C(C)NC2=C(C(=O)CC(c3ccc(OC)c(OC)c3)C2)C1c1coc2ccccc2c1=O (stereo unspecified),-2,-2.2,-2.5,-2.4,-0.7,-1.9,-2,-13,-0.3,0.2,-4
O=C(Nc1cccc([N+](=O)[O-])c1)OCc1ccc2c(c1)OCO2,10,-1.0,0.7,-1.0,-0.6,x,-1,-11,x,-0.2,3
COc1ccc(Cl)cc1NC(=O)c1cccnc1,6,-1.9,1.3,-1.2,-0.4,0.9,5,3,-0.4,0.0,0
CCOC(=O)CC[C@H]1CC[C@]2(CCCN(C(=O)c3ccc4ccccc4n3)C2)O1,1,-1.4,-0.6,0.4,-0.5,x,-4,-1,x,-0.3,1
COc1ccc(-c2c(-c3ccccc3OC)sc3ccccc23)cc1,-2,-0.2,-0.3,-1.1,-0.2,1.9,0,4,1.1,-3.9,-5
Cc1ccc(/C=N/OC(=O)c2nn(C)cc2Cl)cc1,0,-1.9,4.1,-0.3,0.4,3.5,2,2,0.5,0.9,-2
O=C(N/N=C/c1ccc(OC(=O)c2ccc(Br)cc2)cc1)c1ccncc1,2,-1.0,1.2,-1.1,-0.3,1.8,3,3,1.2,0.4,0
COc1cccc(NC(=O)C2(C)CCN2CC2CCCCC2)c1 (stereo unspecified),2,-1.0,-1.8,-0.5,1.2,3.5,-1,-3,x,-0.5,-1
Nc1nc(CSc2nnnn2-c2ccccc2)nc(N2CCCc3ccccc32)n1,1,-1.5,-2.0,-4.0,-1.6,4.1,-2,-25,0.3,1.1,-3
Cc1c(Cl)cccc1NC(=S)N1CCN(c2ccc([N+](=O)[O-])cn2)CC1,-3,-0.5,0.8,-0.6,0.3,1.6,0,4,0.7,0.2,2
CC(=O)c1ccc(NC(=O)COC(=O)CCC(=O)c2cccs2)cc1,-3,-1.7,-1.4,0.9,-0.1,-0.1,1,-4,-1.1,0.2,0
CC(=O)Nc1cc(-c2ccccc2CN(C)C)cn2c(-c3ccc(C(C)=O)cc3)cnc12,-6,-0.3,1.7,0.7,0.1,-4.0,1,5,x,-6.6,-13
COCCCNC(=O)c1ccc(Cn2c(=O)c3ccccc3n(CC(=O)NCCc3ccc(OC)c(OC)c3)c2=O)cc1,-3,-1.0,0.5,0.2,0.1,-0.1,-3,9,0.5,0.4,-4
O=C(Nc1cc(Cl)c(O)c(Cl)c1)C1CCCO1 (stereo unspecified),0,-1.6,1.1,-0.6,-0.3,2.5,-2,-5,-0.7,-0.2,-2
C(=C\c1sc(Nc2ccccc2)n[n+]1-c1ccccc1)/c1ccccc1,1,-0.2,3.6,4.4,1.1,-0.6,5,11,0.3,0.1,-12
Nc1c(-c2cccs2)cnn1-c1nc(-c2ccc(F)cc2)cs1,-10,-0.3,2.5,2.2,0.1,2.4,0,4,0.6,-0.3,-4
COc1ccc(CNC(=O)c2ccc(Cl)c(NC3=NC4CS(=O)(=O)CC4S3)c2)cc1 (stereo unspecified),5,-1.1,11*,-1.0,-1.0,-0.7,0,-1,-0.7,-0.6,2
COc1ccc(NC(=O)CSc2nnc(N)s2)cc1S(=O)(=O)N1CCCCC1,0,-0.7,0.0,-0.9,0.5,0.7,-1,1,0.4,-0.1,1
Fc1ccccc1NC(=S)Nc1cccnc1,3,-0.8,5.3,0.6,-0.3,1.6,-2,2,-0.9,-0.8,0
Cc1ccc(NC(=O)CSc2ccc(Br)cc2)cc1S(=O)(=O)N1CCOCC1,-4,-1.6,-2.2,-2.0,-1.6,0.4,-3,-46,-0.4,0.1,2
O=C(COC(=O)c1n[nH]c(=O)c2ccccc12)c1ccc(Br)cc1,-7,0.0,-1.9,-1.0,-0.3,-0.2,0,13,0.9,0.2,-4
Cc1ccc(S(=O)(=O)N2CCN(C(=O)COC(=O)/C=C/c3cccc([N+](=O)[O-])c3)CC2)c(C)c1,0,-1.3,1.3,-2.0,1.0,0.4,-2,1,0.4,0.3,1
CCS(=O)(=O)Nc1ccc(C(=O)CC2(O)C(=O)Nc3ccccc32)cc1 (stereo unspecified),6,-0.3,-1.8,-1.1,0.4,3.2,-2,-2,0.7,-0.1,0
COc1ccccc1NC(=O)CSc1ccc(-c2ccco2)nn1,-4,-1.4,-0.5,-1.3,-0.2,1.8,0,-4,-0.2,-0.6,-2
O=C(COC(=O)/C=C/c1ccccc1)NC1CCCCC1,-2,-0.7,1.2,1.1,0.5,-0.1,-2,0,2.4,0.6,0
COc1ccc(C(=O)N2CCN(c3ccc(F)cc3)CC2)cc1S(=O)(=O)NC1CC1,-2,-0.9,7.0,0.0,0.7,4.6,4,5,0.0,0.1,-2
CC1CCN(C(=O)Cn2cc(C(=O)C3CC3)c3ccccc32)CC1,-5,-0.8,0.2,0.1,-0.2,-0.9,-1,-4,-0.8,0.2,-10
CCN(CC(=O)Nc1ccc(NC(C)=O)cc1)C(=O)C1CCC1,5,-0.8,-1.2,-0.4,0.0,1.8,-1,3,-0.6,0.5,5
Cc1ccc(S(=O)(=O)CC(=O)Nc2ccccn2)cc1,3,-0.7,0.8,-0.3,0.2,-0.7,-2,-1,-0.9,-0.4,3
Cn1nc(C(=O)OCC(=O)NCCc2ccccc2)c2ccccc2c1=O,-7,-0.8,0.3,-0.2,-0.9,0.0,-1,6,0.7,-0.1,-3

# Complete entries as entered above:
# Fc1ccccc1NC(=S)Nc1cccnc1 is listed as GC-B act = 3; ssDAF12 agonist = -0.8; hgDAF-12 ag = 5.3; hcDAF12 agonist = 0.6; DAX1 inh-1 = -0.3; GAA850 FXN act = 1.6; SMARCA2 act = -2; HGIII-sPLA2 inh = 2; DAX1 inh-2 = -0.9; KLK7 zymogen act = -0.8; NPR1 activator = 0
# COc1ccccc1NC(=O)CSc1ccc(-c2ccco2)nn1 is listed as GC-B act = -4; ssDAF12 agonist = -1.4; hgDAF-12 ag = -0.5; hcDAF12 agonist = -1.3; DAX1 inh-1 = -0.2; GAA850 FXN act = 1.8; SMARCA2 act = 0; HGIII-sPLA2 inh = -4; DAX1 inh-2 = -0.2; KLK7 zymogen act = -0.6; NPR1 activator = -2

# (list continues)
SMILES,GC-B act,ssDAF12 agonist,hgDAF-12 ag,hcDAF12 agonist,DAX1 inh-1,GAA850 FXN act,SMARCA2 act,HGIII-sPLA2 inh,DAX1 inh-2,KLK7 zymogen act,NPR1 activator
COc1ccc(CCNC(=O)C2CCN(C(=O)N(C)C)CC2)cc1OC,-1,-1.3,-2.4,-2.1,-0.1,-1.1,-4,17,0.3,0.0,-1
Cc1nc(-c2ccc3c(c2)OCCCO3)cs1,-2,-0.4,13*,6.6*,1.8,2.3,5,-5,3.0,0.1,2
CCc1c(C(=O)NNC(=S)NC2CCCCC2)csc1C,11,-0.3,0.1,0.0,-0.6,3.7,0,10,2.3,-0.8,-4
CC(=O)C1(C(=O)NC2CCCC2)CC(c2ccccc2C(F)(F)F)=NO1 (stereo unspecified),-1,-1.2,0.1,-1.7,-0.6,x,-4,-7,x,0.2,-2
C[C@H](CO)N1C[C@H](C)[C@@H](CN(C)Cc2cccc(C(=O)O)c2)Oc2cc(Br)ccc2S1(=O)=O,1,-0.8,-0.3,-0.1,1.4,0.2,-2,-6,0.2,0.0,-3
CC1(C)Cc2c(cnn2-c2ccccc2)C(NC(=O)CCc2ccncc2)C1 (stereo unspecified),6,-1.4,0.9,-1.6,0.4,1.3,-1,-4,0.5,0.2,1
CCn1nc(C(=O)Nc2ccc(N3CCOCC3)cc2)c2ccccc2c1=O,4,-1.3,2.2,-1.4,0.9,-0.8,4,0,-1.5,0.2,-3
CCOC(=O)COc1nc2c(c(-c3ccco3)c1C#N)CCc1ccccc1-2,33,-1.6,2.2,-1.3,0.2,0.4,-2,1,x,-2.7,26
Cc1nnc2sc(-c3csc4c3CCCC4)nn12,4,-1.2,0.9,-1.2,-0.7,4.9,-3,-1,-0.5,0.5,5
COc1cc2[nH]c(=O)n(CCCCCC(=O)NCCCN3CCOCC3)c(=O)c2cc1OC,3,-1.3,-0.6,0.3,-0.3,-1.2,-3,1,-0.3,-0.7,1
Clc1ccc(-c2n[nH]c3c2CCCC3)cc1,2,-0.8,1.0,0.8,1.4,2.7,0,-5,-0.3,0.7,-1
O=C1CSC(=Nc2ccccc2Cl)N1,7,-1.2,6.0,0.2,-0.1,-0.5,-1,6,-0.1,0.3,2
CCc1noc(C)c1C(=O)Nc1nc(-c2ccccc2)cs1,3,-0.7,4.6,2.6,1.9,3.9,1,-4,0.2,-0.1,-1
Cc1noc(C)c1C(=O)OC(C)C(=O)c1c[nH]c2ccccc12 (stereo unspecified),-4,-1.2,0.1,0.2,-1.1,1.2,-3,-3,0.6,0.2,2
Cc1ccc(S(=O)(=O)N2CCOC2C(Cl)(Cl)Cl)cc1 (stereo unspecified),3,1.2*,-3.6,-2.4,0.5,-0.2,-6,5,-0.1,0.5,1
COc1cc(C(=O)NCCOc2ccccc2)cc(OC)c1OC,-2,-0.6,-2.8,-0.9,0.1,1.6,0,14,0.1,0.1,2
CCOC(=O)c1ccc(S(=O)(=O)N2CCC(N3CCCCCC3)CC2)cc1,6,-1.0,1.6,-0.2,1.4,-1.0,-2,7,2.1,-0.1,6
Cc1cc(C)c(NC(=O)C(C)(C)C)c(Cl)c1,-2,-0.5,-0.7,-0.1,0.2,0.1,1,-1,-1.2,0.2,8
COc1ccc(/C=C2\SC(=Nc3ccccc3Cl)NC2=O)c(OC)c1,-9,-1.3,6.3,-0.4,0.6,-3.1,-3,-11,0.7,-0.6,2
CCOc1cccc(OCCCCn2cnc3ccccc3c2=O)c1,1,-0.8,0.1,-0.3,-0.3,0.5,-3,-4,0.6,0.5,-5
